SENP1 FRET inh = blocks the human SENP1 SUMO protease catalytic domain. Q9P0U3. recombinant SENP1 catalytic domain, CyPet-SUMO1-YPet FRET cleavage. inhibition, % at 10 µM. actives 0.21% (n = 360,000). AID 624204;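 active = inhibition at least 30% at 10 µM, raw YFP signal under a set limit, fluorescence ratio 0.5 to 1.5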;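 note: 0% = enzyme with DMSO and 100% = no enzyme wells; some results filed as inactive read as strong as hits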
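Assay system – human recombinant His6-tagged SENP1 catalytic domain enzyme · Input – SENP1 enzyme, 20 pM final · Buffer or medium – Tris pH 8 buffer plus EDTA, NaCl, BME, BSA, NP40, catalase · Schedule – 50 min reaction at room temperature · Technique – FRET read of cyan and yellow fluorescence · Control set – no-enzyme wells low, DMSO-plus-enzyme wells high control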
mIAP block = mouse IAP inhibition; inhibition, % at 10 µM; purified mouse IAP, CDP-Star luminescence, 30 min; actives 0.2% (n = 330,000);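 active = inhibition of at least 40% at 10 µM in the primary screen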;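 note: plate controls were DMSO with enzyme for no effect and no enzyme wells for full effect; values of inactives mirror those of a sister screen read the other way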
A3A deaminase = blocks human APOBEC3A ssDNA deamination; P31941; recombinant A3A, FAM/TAMRA ssDNA deamination fluorescence; inhibition, % at 20 µM; actives 0.41% (n = 330,000); AID 493011;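 active = at least 40% inhibition at 20 µM here, with at most 30% in a related deaminase screen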;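 note: plate controls were A3A with DMSO for no effect and wells lacking A3A enzyme for full effect; some results filed as inactive read as strong as hits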
Target sequence (P31941 whole entry, looked up): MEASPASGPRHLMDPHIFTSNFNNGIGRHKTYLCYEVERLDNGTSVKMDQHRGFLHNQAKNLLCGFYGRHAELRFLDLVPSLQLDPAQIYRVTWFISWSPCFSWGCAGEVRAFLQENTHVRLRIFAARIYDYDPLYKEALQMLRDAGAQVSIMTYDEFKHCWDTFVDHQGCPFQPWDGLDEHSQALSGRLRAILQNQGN
NLRP3 yeast inh = blocks the NALP3 inflammasome reconstituted in yeast; Yeast reconstituted NLRP3/ASC/caspase-1, beta-gal luminescence, 24 h; actives 0.39% (n = 330,000); inhibition, % at 10 µM;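 active = inhibition of 50% or more; inactive = inhibition below 50%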;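 note: plate controls were induced DMSO wells for no effect and uninduced yeast grown without galactose for full effect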
A3G deaminase = inhibitors of human APOBEC3G DNA deaminase | Q9HC16 | recombinant A3G, ssDNA deamination FAM/TAMRA fluorescence | inhibition, % at 20 µM | actives 0.28% (n = 330,000) | AID 493012;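 active = inhibition of at least 40% at 20 µM, with no more than 30% in the related APOBEC3A deaminase screen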;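 note: plate controls were DMSO wells with A3G for no effect and wells lacking A3G enzyme for full effect; some compounds called inactive have numbers as strong as hits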
Target sequence (Q9HC16 whole entry, looked up): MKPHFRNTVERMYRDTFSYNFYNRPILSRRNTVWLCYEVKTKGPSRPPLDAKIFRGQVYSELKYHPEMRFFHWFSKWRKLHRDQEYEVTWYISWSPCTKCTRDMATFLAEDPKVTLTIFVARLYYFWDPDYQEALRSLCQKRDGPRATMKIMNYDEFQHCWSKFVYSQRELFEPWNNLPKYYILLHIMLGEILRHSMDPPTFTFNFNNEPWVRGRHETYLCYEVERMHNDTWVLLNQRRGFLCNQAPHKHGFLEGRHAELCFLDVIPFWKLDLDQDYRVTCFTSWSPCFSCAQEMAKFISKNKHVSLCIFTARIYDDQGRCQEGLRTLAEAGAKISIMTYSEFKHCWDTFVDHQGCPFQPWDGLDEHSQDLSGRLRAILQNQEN
mIAP act = mouse IAP activation | muIAP, CDP-Star luminescence, 30 min; hits give high values; 1 = vehicle-only enzyme signal, 0 = enzyme-free wells | activation factor at 10 µM | actives 0.24% (n = 330,000);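 active = activation factor of at least 2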; note: the source names both 10 and 20 µM as test concentration; values of inactives mirror those of a sister screen read the other way
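System: mouse IAP enzyme. Reagent: CDP-Star chemiluminescent phosphatase substrate. Benchmarks: DMSO wells, no-enzyme wells. Times: 30 min enzyme-substrate-compound incubation at room temperature. Detection: luminescence from enzymatic CDP-Star hydrolysis. Doses: test compounds delivered from DMSO solution.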
MIN6 prolif = MIN6 beta-cell proliferation induction | actives 0.29% (n = 330,000) | proliferation, % at 10 µM | MIN6 cells proliferation, ATPlite luminescence, 48 h; cells starved in 0.2% serum; 100% = growth in 10% serum;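 active = compounds whose signal lies at least 3.5 SD above the mean of all wells on their plate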;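 note: 0% = DMSO-treated cells in low-serum medium and 100% = 10% serum control; some compounds called inactive have numbers as strong as hits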
hIAP block = blocks human intestinal alkaline phosphatase; P09923; purified IAP, CDP-Star luminescence, 30 min; inhibition, % at 10 µM; actives 0.12% (n = 330,000);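 active = inhibition reaching a set limit with compound at 10 µM in the primary screen, cut at about 35% in these data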;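 note: plate controls were DMSO wells with enzyme for no effect and no-enzyme buffer wells for full effect; values of inactives mirror those of a sister screen read the other way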
Target sequence (P09923 whole entry, looked up): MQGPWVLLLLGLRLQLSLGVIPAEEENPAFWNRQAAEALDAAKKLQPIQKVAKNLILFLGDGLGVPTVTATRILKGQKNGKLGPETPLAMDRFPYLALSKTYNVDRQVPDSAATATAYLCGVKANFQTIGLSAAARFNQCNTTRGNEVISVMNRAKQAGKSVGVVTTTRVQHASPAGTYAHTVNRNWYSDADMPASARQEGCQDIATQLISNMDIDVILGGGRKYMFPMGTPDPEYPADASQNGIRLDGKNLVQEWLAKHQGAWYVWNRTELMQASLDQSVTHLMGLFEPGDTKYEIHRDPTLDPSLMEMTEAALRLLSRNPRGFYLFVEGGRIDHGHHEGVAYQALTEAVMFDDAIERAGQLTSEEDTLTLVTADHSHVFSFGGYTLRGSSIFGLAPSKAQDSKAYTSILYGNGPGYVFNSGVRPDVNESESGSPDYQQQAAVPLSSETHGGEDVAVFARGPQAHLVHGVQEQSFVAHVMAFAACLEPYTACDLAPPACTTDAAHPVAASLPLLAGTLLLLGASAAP
hIAP act = human IAP activation | P09923 | purified human IAP, CDP-Star luminescence, 30 min; hits give high values; 1 = vehicle-only enzyme, 0 = enzyme-free background | activation factor at 10 µM | actives 0.16% (n = 330,000) | AID 2524;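 active = activation factor of the enzyme at least 2-fold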; note: the source names both 10 and 20 µM as test concentration; values of inactives mirror those of a sister screen read the other way
The depositor's hits bear a star. Only part of the results is shown, so the mix of outcomes need not match the whole.

1) CCCC1(c2ccccc2)NC(=O)N(CC(=O)Nc2cc(C)on2)C1=O (stereo not given)
2) C[C@H](NC(=O)c1nc[nH]c1C(=O)N[C@@H](C)C(=O)OC(C)(C)C)C(=O)OC(C)(C)C
3) C[C@H](CO)N1C[C@H](C)[C@@H](CN(C)C(=O)NC2CCCCC2)Oc2ccc(NC(=O)Nc3ccc(C(F)(F)F)cc3)cc2C1=O
4) COCCOC(=O)c1[nH]c2c(c1C)C(=O)CC(c1cc(OC)c(OC)c(OC)c1)C2 (stereo not given)
5) CCn1c(=O)c(C(=O)NC(C)c2ccccc2)c(O)c2ccccc21 (stereo not given)
6) CC(NCc1ccc(N(C)C)cc1)C1CC2CCC1C2 (stereo not given)
7) CN(CC(=O)N1CCN(c2ccccn2)CC1)S(=O)(=O)c1ccc(Br)cc1
8) O=C(c1cc(-c2ccncc2)nc2ccccc12)N1CCN(c2ncccn2)CC1
Compound,1,2,3,4,5,6,7,8
SENP1 FRET inh,0,2,-1,-8,-1,0,1,-1
mIAP block,-14,3,-130,-4,10,-4,-4,3
A3A deaminase,5,-2,-2,-3,-7,-2,-6,-2
NLRP3 yeast inh,12,-2,22,5,24,10,39,10
A3G deaminase,-6,-6,-2,-7,-7,0,-5,-4
mIAP act,1.1,0.97,2.3*,1,0.9,1,1,0.97
MIN6 prolif,2,7,-6,-2,-3,-3,-2,0
hIAP block,-13,-33,-10,-16,6,8,-15,-7
hIAP act,1.1,1.3,1.1,1.2,0.94,0.92,1.2,1.1

9) O=C(NCCCc1ccncc1)C1CCC(=O)N(CCc2cccc(F)c2)C1 (stereo not given)
10) Cc1ccc(S(=O)(=O)NC2CCCC2)cc1C
11) COCCNC(=O)c1sc2ncn(CC(=O)Nc3ccc(C)c(Cl)c3)c(=O)c2c1C
12) CCOc1ccccc1NC(=O)COn1nnc2ccccc21
13) Cc1ccc(N2C(=O)N(CC(=O)NCc3ccccc3Cl)C(=O)C2C)cc1 (stereo not given)
14) CC(C)(C)NC(=O)c1cc(-c2ccc3c(c2)OCO3)nc2ccccc12
15) CCN(CC)CCOC(=O)c1ccc(NC(=O)c2cn(-c3ccccc3)nc2-c2cccs2)cc1
16) Cc1ccccc1N1CCN(C(=S)c2ccccc2)CC1
Compound,9,10,11,12,13,14,15,16
SENP1 FRET inh,1,1,1,1,2,-1,0,1
mIAP block,-2,-3,-1,-11,-6,4,-20,-9
A3A deaminase,-2,-1,-3,0,6,-2,-3,-1
NLRP3 yeast inh,10,-9,-13,16,-6,9,18,-14
A3G deaminase,-1,-4,0,-1,1,-6,-6,-2
mIAP act,1,1,1,1.1,1.1,0.96,1.2,1.1
MIN6 prolif,-1,2,-4,-1,-2,1,-5,-1
hIAP block,-16,1,-8,13,-8,5,3,10
hIAP act,1.2,0.99,1.1,0.87,1.1,0.95,0.97,0.9

17) Cc1ccc(S(=O)(=O)NC(=O)Nc2ccc(Cl)cn2)cc1
18) Oc1ccc(-c2nccc(-c3ccc(F)cc3)n2)cc1
19) Nc1nnnn1/N=C/c1ccccc1C(F)(F)F
20) COc1ccc(/C=C2\Oc3cc(OCC(=O)N4CCC[C@H]4C(=O)O)ccc3C2=O)cc1OC
21) COc1cc(-c2nnc(NC(=O)c3ccco3)o2)cc(OC)c1OC
22) O=c1c2oc3ccccc3c2ncn1Cc1ccccc1Cl
23) Cc1ccc(S(=O)(=O)Nc2ccc(C(=O)OCC(=O)N(CCC#N)c3ccccc3)cc2)cc1C
24) Cc1cccc(NC(=O)NCCN2CCN(c3ccccc3)CC2)c1C
Compound,17,18,19,20,21,22,23,24
SENP1 FRET inh,1,0,-1,-18,1,-3,4,0
mIAP block,-2,3,5,6,2,-2,-11,-4
A3A deaminase,10,4,-3,-2,-10,-3,0,-2
NLRP3 yeast inh,15,2,17,7,-1,0,4,31
A3G deaminase,17,0,-6,-8,-12,-4,-4,-7
mIAP act,1,0.97,0.95,0.94,0.98,1,1.1,1
MIN6 prolif,1,3,-1,-1,4,-1,0,0
hIAP block,-11,11,-26,9,2,11,-19,8
hIAP act,1.1,0.89,1.3,0.91,0.97,0.89,1.2,0.92

25) Cc1ccc2[nH]c3c(c2c1)SC(C)(C)CC3=O
26) CCCCC(=O)NCCc1cc2ccc(OC)cc2[nH]c1=O
27) Cc1nnc2n1N=CC=C(C(C)(C)C)S2
28) COc1ccc(NC(=O)CN2CCc3ccccc3C2)c(OC)c1
29) CCOc1ccc(NC(=O)C2CCN(S(=O)(=O)CC)CC2)cc1
30) COc1cc(N2C(=O)c3ccccc3C2=O)c(Cl)cc1C(=O)OCC(=O)NCc1ccco1
31) COc1ccc(C(C(=O)NC(C)(C)C)N(C(=O)Cn2nnc3ccccc32)c2ccc(C(C)=O)cc2)cc1O (stereo not given)
32) Cc1c(C(=O)Nc2ccccc2C(=O)N2CCCC2)cccc1[N+](=O)[O-]
Compound,25,26,27,28,29,30,31,32
SENP1 FRET inh,-38,4,1,2,0,1,-2,1
mIAP block,5,8,8,-2,0,14,-4,8
A3A deaminase,-1,-1,0,-2,6,3,0,-2
NLRP3 yeast inh,-1,20,9,13,4,8,0,-5
A3G deaminase,-3,-1,-2,-9,1,-6,-7,-6
mIAP act,0.95,0.92,0.92,1,1,0.86,1,0.92
MIN6 prolif,-1,-1,0,2,0,-2,-2,-2
hIAP block,-17,9,-10,-42,-4,5,-16,3
hIAP act,1.2,0.91,1.1,1.4,1,0.95,1.2,0.97

33) Cc1ccccc1-c1nnn(CC(=O)N2CCN(S(=O)(=O)c3ccc(Cl)cc3)CC2)n1
34) Cc1cc(C)c2c(n1)nn1c(NCCOCCO)cc(C)nc21
35) Cc1ccc(CC(=O)NCCN2CCOCC2)cc1
36) O=C(c1sc2ccccc2c1Cl)N1CCN(c2ncccn2)CC1
37) COCCNCCCCSc1ccc(Cl)cc1
38) CCC(=O)Nc1ccc(Cl)c(NC(=O)c2ccccc2OC)c1
39) CCCNC(=O)c1ccccc1C(=O)NCCC
40) NC(=O)NC(=O)COC(=O)c1ccc2noc(-c3ccccc3)c2c1
Compound,33,34,35,36,37,38,39,40
SENP1 FRET inh,1,-107,2,0,0,1,-1,-8
mIAP block,6,2,-7,-5,-1,-2,-6,8
A3A deaminase,-6,0,-4,-1,0,0,-2,-4
NLRP3 yeast inh,11,4,-2,20,4,6,16,6
A3G deaminase,-6,3,-6,0,-1,-1,6,-8
mIAP act,0.94,0.98,1.1,1.1,1,1,1.1,0.92
MIN6 prolif,-3,-3,-4,-1,-4,4,-1,-2
hIAP block,-3,15,0,0,-2,1,10,20
hIAP act,1,0.85,1,1,1,0.99,0.9,0.8

41) O=C(Nc1ccc2nsnc2c1)c1ccc2c(c1)OCO2
42) CCc1ccc(NC(=O)C2CCCN(S(C)(=O)=O)C2)cc1 (stereo not given)
43) CC1Sc2ccc(S(=O)(=O)CCC(=O)N3CCN(c4ccccc4)CC3)cc2NC1=O (stereo not given)
44) COCCNC(=O)Cn1cnc2c1c(=O)n(C)c(=O)n2C
45) CCC(O)CNc1nc(-n2nc(C)cc2C)nc2sc3c(c12)CC(C)(C)OC3 (stereo not given)
46) CN(C)c1nc(F)c(F)c(S(=O)(=O)c2ccccc2)c1F
47) C[C@H](NC(=O)[C@H]1N2C(=O)c3ccccc3C2SC1(C)C)C(=O)N1CCC[C@H]1C(=O)O (stereo not given in full)
48) Cc1nc(-c2cccc(NC(=O)C(C)Oc3ccccc3)c2)cs1 (stereo not given)
Compound,41,42,43,44,45,46,47,48
SENP1 FRET inh,-1,2,3,2,-2,0,0,2
mIAP block,10,0,5,2,0,12,14,-24
A3A deaminase,1,1,-4,-4,4,-1,-1,5
NLRP3 yeast inh,25,3,9,17,17,19,18,23
A3G deaminase,-3,-1,-3,-5,5,-7,-3,0
mIAP act,0.9,1,0.95,0.98,0.99,0.88,0.86,1.2
MIN6 prolif,-4,2,2,-2,1,-1,-1,-1
hIAP block,-12,6,-17,-40,2,11,6,-6
hIAP act,1.1,0.94,1.2,1.4,0.98,0.89,0.94,1.1

49) CCS(=O)(=O)N1CCN(Cc2ccc([N+](=O)[O-])cc2)CC1
50) Nc1nc(SCC(=O)NCc2ccco2)[nH]c(=O)c1-c1ccccc1
51) Cc1ccc(S(=O)(=O)N2CCOCC2)cc1C(=O)OCC(=O)NC1CC1
52) Cc1ccc(-n2ccc(=O)c(C(=O)O)n2)cc1
53) COc1ccc(C2(C(=O)NCCN3CCOCC3)CCOCC2)cc1
54) N#Cc1ccsc1NC(=O)C1CCN(C(=O)c2ccc(F)cc2)CC1
55) CSC1=C(C#N)C(c2ccccc2C)C(C#N)=C(N)N1 (stereo not given)
56) COc1ccc(-c2ccc(CCC(=O)O)n2NC(=O)c2ccc(O)cc2)cc1
Compound,49,50,51,52,53,54,55,56
SENP1 FRET inh,5,2,-2,3,-2,-14,3,-2
mIAP block,-6,-2,-12,-6,0,4,10,-4
A3A deaminase,-1,-1,3,-3,2,-4,0,-4
NLRP3 yeast inh,2,-3,4,23,15,10,7,15
A3G deaminase,-9,-9,-7,-3,-1,-7,-3,-11
mIAP act,1.1,1,1.1,1.1,0.99,0.96,0.91,1
MIN6 prolif,0,-3,1,0,-3,-2,5,5
hIAP block,2,2,-4,10,7,9,12,4
hIAP act,0.98,0.98,1,0.9,0.93,0.91,0.88,0.96

Complete entries as entered above.
Cc1ccccc1-c1nnn(CC(=O)N2CCN(S(=O)(=O)c3ccc(Cl)cc3)CC2)n1 across the screens: SENP1 FRET inh: 1; mIAP block: 6; A3A deaminase: -6; NLRP3 yeast inh: 11; A3G deaminase: -6; mIAP act: 0.94; MIN6 prolif: -3; hIAP block: -3; hIAP act: 1
O=C(Nc1ccc2nsnc2c1)c1ccc2c(c1)OCO2 across the screens: SENP1 FRET inh: -1; mIAP block: 10; A3A deaminase: 1; NLRP3 yeast inh: 25; A3G deaminase: -3; mIAP act: 0.9; MIN6 prolif: -4; hIAP block: -12; hIAP act: 1.1

No new results follow: entries from further up.
53) COc1ccc(C2(C(=O)NCCN3CCOCC3)CCOCC2)cc1
54) N#Cc1ccsc1NC(=O)C1CCN(C(=O)c2ccc(F)cc2)CC1
Compound,53,54
SENP1 FRET inh,-2,-14
mIAP block,0,4
A3A deaminase,2,-4
NLRP3 yeast inh,15,10
A3G deaminase,-1,-7
mIAP act,0.99,0.96
MIN6 prolif,-3,-2
hIAP block,7,9
hIAP act,0.93,0.91

(cont.)
57) CC1CCN(C(=O)C2CCCN2S(=O)(=O)c2ccc(Cl)cc2)CC1 (stereo not given)
58) CC(C)(C)OC(=O)CNC(=O)c1[nH]cnc1C(=O)NCCCCCN
59) CCOC(=O)c1cnc2c(C#N)c(C)nn2c1C
60) Cc1ccc2nc(C)cc(C(=O)OCC(=O)c3ccc(Cl)c([N+](=O)[O-])c3)c2c1
Compound,57,58,59,60
SENP1 FRET inh,2,0,-1,-6
mIAP block,2,16,0,0
A3A deaminase,-3,3,2,-2
NLRP3 yeast inh,16,13,3,10
A3G deaminase,2,3,-4,3
mIAP act,0.97,0.84,1,1
MIN6 prolif,-4,-6,-1,-4
hIAP block,1,-20,3,13
hIAP act,0.99,1.2,0.97,0.87
